Screening data: PubChem BioAssay, National Center for Advancing Translational Sciences (NCATS)
GALK inhibitor – blocks human galactokinase activity; Potency, µM (doses to about 57.5 µM), without a hit: at the highest dose activity change, negative = inhibition, usual class: inhibitors; P51570; Purified GALK, Kinase-Glo residual ATP luminescence; 0.007% of 270,000 active; further: potency means the concentration at half of the fitted maximal effect; on the % scale 0 is the no-effect control and ±100 the full control effect
Target sequence (P51570 whole entry, looked up): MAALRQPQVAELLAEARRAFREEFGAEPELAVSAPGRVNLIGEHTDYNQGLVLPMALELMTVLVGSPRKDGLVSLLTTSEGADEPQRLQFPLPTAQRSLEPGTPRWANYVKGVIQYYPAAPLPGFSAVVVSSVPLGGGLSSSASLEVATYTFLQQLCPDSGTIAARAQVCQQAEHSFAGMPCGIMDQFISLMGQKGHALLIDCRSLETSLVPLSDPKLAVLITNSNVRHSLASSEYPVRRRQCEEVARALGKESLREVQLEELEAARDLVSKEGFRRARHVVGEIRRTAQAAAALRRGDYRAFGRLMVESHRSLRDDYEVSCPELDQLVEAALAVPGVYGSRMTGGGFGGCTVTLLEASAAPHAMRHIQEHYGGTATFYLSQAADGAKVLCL
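Galactose (100 uM) and ATP (35 uM) were turned over by 5 nM GALK for 1 h at RT. Kinase-Glo Plus then converted the remaining ATP into a luminescent signal.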
CXXC DNA block – blocks binding of human MLL CXXC domain to DNA; Potency, µM (series often up to 115 µM), for inactives: at the top dose activity change, negative = inhibition, hits mostly inhibitors; 0.037% of 290,000 active; MLL-CXXC / FITC-HOXA9 DNA fluorescence polarization; Q03164; active means well fitted inhibition curve with a large enough effect in the polarisation, with a control signal flat, not every such curve was filed as active; inconclusive means small, poorly fitted or top-dose-only effect, or effect the other way, or a change in a side signal; inactive means no such curve, though single readings can be large or run the other way; the % refers to the polarisation; further: potency means the concentration at half of the fitted maximal effect
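Fluorescence polarization: 7 uM MLL-CXXC (stock) preincubated 5 min with compounds, then 50 nM fluorescein-HOX-A9 DNA (stock) added; 30 min ambient. Buffer 50 mM Tris-HCl pH 7.5, 50 mM NaCl, 1 mM DTT, 0.05% BSA.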
AT treatment – potential ataxia-telangiectasia treatments restoring KAP-1 phosphorylation | Potency, µM (titrated, usually from 57.5 µM), without a hit: at the highest dose activation, most hits filed as activators | 0.19% of 320,000 active | […] A-T fibroblasts, KAP-1 phosphorylation AlphaLISA; neocarzinostatin DNA damage 30 min before lysis; further: potency means the concentration at half of the fitted maximal effect; % of control where 0% means no effect; nearly all actives have a fitted effect of over 45% in size
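ATM-like activity read as KAP-1 phosphorylation via AlphaLISA donor/acceptor antibody pairs after lysis and 6 hr at 25C. Cells were ATM-null patient fibroblasts ([…], hTERT), dosed 60 min, then exposed to the DSB inducer NCS for 30 min.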
Chronic BCR inh – inhibitors of chronic active B-cell receptor signaling. ABC-DLBCL IkBa-CBG/CBR reporter, luminescence ratio, 4 h. 0.05% of 340,000 active. Potency, µM (highest dose often 46.1 µM), without a hit: at the top dose ratio change, negative = lower green/red ratio, most hits filed as inhibitors. AID 493014; active means well fitted inhibition curve with a large enough effect in the signal ratio, with a control signal flat, not every such curve was filed as active; inconclusive means small, poorly fitted or top-dose-only effect, or effect the other way, or a change in a side signal; the % refers to the signal ratio;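 further: potency means the concentration at half of the fitted maximal effect; plate controls were basal doxycycline-induced cells for no effect and cells given 10 µM MG132 for full effect; MG132 reads +100%, hits lower the ratio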
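Cell line TMD8 (human ABC DLBCL), stably expressing tet-inducible CBG68-IkBa fusion and CBR; IMDM/0.5% FBS; cpd up to 46 uM; dox induction, 4 h, 37C/5% CO2; dual luminescence; green/red ratio; MG132 control.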
Tb PFK block – T. brucei PFK enzyme inhibition. T. brucei PFK, ADP-Glo luminescence. Potency, µM (doses to about 57.5 µM), inactives show at the top dose activity, negative = inhibition, most hits filed as inhibitors. 0.17% of 330,000 active. AID 485367;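 further: potency means the concentration at half of the fitted maximal effect; 0% = uninhibited 1x PFK enzyme wells and -100% = no-enzyme wells; nearly all actives have a fitted effect of over 60% in size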
Target sequence (O15648 whole entry, looked up): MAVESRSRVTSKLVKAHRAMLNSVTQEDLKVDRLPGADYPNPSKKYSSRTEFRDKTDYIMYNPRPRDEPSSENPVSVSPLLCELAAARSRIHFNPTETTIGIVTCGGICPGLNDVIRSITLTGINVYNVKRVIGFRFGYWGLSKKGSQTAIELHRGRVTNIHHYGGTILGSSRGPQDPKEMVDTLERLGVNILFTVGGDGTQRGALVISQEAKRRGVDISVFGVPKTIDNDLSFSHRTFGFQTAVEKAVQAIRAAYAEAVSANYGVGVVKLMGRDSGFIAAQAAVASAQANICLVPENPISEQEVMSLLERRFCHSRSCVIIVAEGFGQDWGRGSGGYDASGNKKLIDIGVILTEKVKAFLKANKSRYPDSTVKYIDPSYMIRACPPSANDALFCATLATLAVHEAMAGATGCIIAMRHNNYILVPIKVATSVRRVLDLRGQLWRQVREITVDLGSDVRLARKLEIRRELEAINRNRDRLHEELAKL
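1.25 nM PFK with 0.5 mM F6P and 0.1 mM ATP in 0.1 M TEA pH 8.0, 5 mM MgCl2, incubated 45 min at room temperature; ADP measured by ADP-Glo luminescence; compounds titrated up to 57 uM.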
TSHR antagonist – blocks TSH signaling through the human TSH receptor. AID 504810. P16473. TSHR-expressing cells, TSH-stimulated cAMP HTRF, 2 h; stronger effect = lower value. activity change, negative = inhibition, % at 11.5 µM. 0.2% of 330,000 active;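 active means activity change below a set negative limit, meaning inhibition stronger than a set level, cut at about -70% in these data; inconclusive means activity change between two set negative limits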; further: on the % scale 0 is the no-effect control and ±100 the full control effect
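Freshly harvested TSHR cells receive pin-tooled compound, then EC80 TSH at 4nM final. After 2 hours at 37 deg C, antibody in lysis buffer and cAMP-d2 are added; 30 minutes at ambient temperature precede the HTRF read.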
KCNH2 WT inh – inhibitors of human wildtype KCNH2 potassium channel | Q12809 | U2OS, BacMam KCNH2, thallium flux FluxOr; stronger effect = lower value | activity change, % at 1.84 µM | 0.37% of 340,000 active | AID 720551;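 active means maximum activity change below -70%; inconclusive means maximum activity change between -70% and -50%; inactive means maximum activity change above -50%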; further: on the % scale 0 is the no-effect control and ±100 the full control effect
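U2OS cells transduced with wild-type KCNH2 virus are loaded with FluxOr dye for 45 min, and thallium flux is measured in kinetic reads before and after stimulation buffer. Rate constants are normalized to DMSO controls.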
FBPA coupling cs – coupling enzyme interference in Giardia aldolase counter-screen; coupling enzyme system counterscreen, AmpLite Red fluorescence; activity change, negative = inhibition, % at 58.2 µM, hits read low; 0.67% of 290,000 active; in the data active means activity change below about -30%; further: on the % scale 0 is the no-effect control and ±100 the full control effect
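Counterscreen of the coupled detection system alone, without aldolase: glyceraldehyde-3-phosphate coupling enzymes plus AmpLite Red readout. Compounds at 57.5 uM final, 10 min RT preincubation, 20 min RT reaction, fluorescence 525/598 nm.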
TCR activator – activators of T cell receptors; primary human leukocytes, anti-CD3, IL-2 HTRF, 48 h; Potency, µM (doses to about 9.22 µM), without a hit: at the highest dose activation of IL-2 secretion, hits mostly activators; 330,000 tested, under 10 active; AID 504894; further: % of control where 0% means no effect
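IL-2 release read by HTRF sandwich (Eu cryptate donor, d2 acceptor, 665 nm emission) after 48 hr exposure of primary human leukocytes to compound together with anti-CD3 beads in the absence of co-stimulatory signals.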
Giardia kill – kills Giardia lamblia. AID 540267. Giardia lamblia trophozoite viability. activity change, % at 7.66 µM, hits read low. 0.15% of 340,000 active; in the data active means activity change below about -80%; inconclusive means between about -30% and that limit;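 further: parasites exposed to compound for two days anaerobically before the ATP read; on the % scale 0 is the no-effect control and ±100 the full control effect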
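Anaerobic 48 hrs incubation at 37 deg C of 100 trophozoites/well with test compounds; ATPLite 1-Step luminescence, 15-30 min RT, reports cellular ATP as viability.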
Numbers without * were called inactive; ? = inconclusive; . = no result given; [ ] = dose if it differs, or a comment. Unless noted, the call rests on the fitted dose curve; in most records, active means well fitted curve in the direction sought with a large enough effect; inconclusive means small, poorly fitted or top-dose-only effect, or another doubt; inactive means no such curve, though single readings can be large; an effect the other way counts as inactive or inconclusive.

SMILES	GALK inhibitor	CXXC DNA block	AT treatment	Chronic BCR inh	Tb PFK block	TSHR antagonist	KCNH2 WT inh	FBPA coupling cs	TCR activator	Giardia kill
Cc1nc2sc(-c3ccccc3)cc2c(=O)[nH]1	1%	-7%	0%	?	-8%	-1	-6	0	5%	?
O=C(NC(=S)NNS(=O)(=O)c1ccc(Cl)cc1)c1cccnc1	1%	-1%	-7%	6%	16%	23	7	2	-4%	-6
Cc1ccc(CCNS(=O)(=O)c2cc3c(cc2Cl)NC(=O)CO3)cc1	.	.	-2%	-1%	-1%	0	2	3	14%	10
Cc1ccc(S(=O)(=O)N2CCOCC2)cc1NC(=O)COC(=O)c1ccc(OCc2c(C)noc2C)cc1	-3%	-9%	.	?	-2%	4	4	3	-6%[46.1 µM]	4
O=C1NC(=O)c2cc(Oc3ccc([N+](=O)[O-])cc3)ccc21	0%	-2%	0%	2%	1%	-8	5	-3	11%	21
Cc1cccc2[nH]c(-c3ccc(NC(=O)c4ccco4)cc3)nc12	6%	3%	0%	?	2%	-2	1	0	5%	-18
COC(=O)c1ccc(C)c(NS(=O)(=O)c2ccc(NC(C)=O)cc2)c1	2%	3%	-12%	-6%	-5%	-5	-10	4	-12%	-10
O=C1/C(=C/c2ccc(F)cc2)SC(=S)N1N1CCOCC1	1%	-8%	10%	11%	3%	16	-12	2	-3%	8
COc1ccc(-c2nnc(NC(=O)c3cc(C)on3)s2)cc1	0%	-1%	6%	-15%	7%	-8	6	0	-2%	-5
Cc1ccc(NC(=O)c2cc3c(s2)CCCC3)cc1	-1%	-3%	-16%	-1%	-5%	-10	2	-5	15%	-2
CCC(C)NC(=O)C1CCN(S(=O)(=O)c2ccc3nc4c(c(C(=O)O)c3c2)CCCCC4)CC1 (configuration not stated)	0%	19%	-4%	4%	0%	24	-22	5	12%	1
Cn1cc(C(=O)c2ccc(Cl)cc2Cl)cc1C(=O)N/N=C(\N)COc1ccc(Cl)cc1	-2%	8%	-6%	?	2%	-7	9	-5	1%	-15
Cc1cccc2c1N(CCOc1ccccc1)C(=O)C2=O	-3%	-4%	-5%	0%	-4%	10	-6	-5	-2%	-11
Oc1ccc(/C=N/Nc2cc(N3CCCC3)nc(N3CCCC3)n2)cc1	6%	?	-5%	?	1%	-4	-1	-44*	-3%	-1
COc1ccc(CCN=Cc2ccc(O)cc2)cc1OC	-2%	1%	3%	?	4%	-1	12	0	-1%	-8
COc1ccc(S(=O)(=O)N(C)C)cc1NC(=O)c1ccc2c(c1)OCCO2	.	.	-17%	1%	-8%	-1	0	.	-3%	-6
O=[N+]([O-])c1ccc(/C=N/n2c(COc3ccccc3)n[nH]c2=S)cc1	2%	-14%	-5%	12%	0%	2	0	11	-4%	4
Cc1noc(C)c1COc1ccc(C(=O)OCC(=O)OC(C)(C)C)cc1	8%	-5%	1%	-3%	-3%	-22	-11	2	-11%	-10
Cc1ccc(NS(=O)(=O)c2cccc(C(=O)NCCCn3ccnc3)c2)cc1	.	.	3%	-3%	0%	-10	5	.	1%	-19
COc1cc2[nH]c(=O)n(CCC(=O)N3CC=C(c4ccccc4)CC3)c(=O)c2cc1OC	0%	7%	2%	1%	0%	-6	-1	2	-2%	-12
COc1cc(NC(=O)C2CC2)c(OC)cc1NC(=O)c1ccco1	3%	27%	8%	8%	0%	1	-2	0	2%	-6
Cc1ccc(NC(=O)c2ncn(CC(=O)NCc3ccc4[nH]ccc4c3)n2)cc1C	.	.	14%	2%	3%	-5	-1	.	-3%[46.1 µM]	-28
COc1cc(Cl)c(C)cc1NC(=O)CN1C(=O)C2CCCCC2C1=O (configuration not stated)	.	.	1%	-4%	2%	-22	-22	.	-6%	-12
Cc1cccc(-n2ccnc2SCC(=O)Nc2nnc(C)s2)c1	1%	-2%	-4%	-17%	-3%	10	3	2	-11%	-17
Cc1cc(C)nc(SCC(=O)N(C)C)n1	0%	10%	-2%	4%	0%	1	0	0	8%	8
COc1cc(C(=O)COC(=O)c2ccncc2)cc(OC)c1OC	.	.	9%	?	0%	37	4	.	-5%[46.1 µM]	18
CC(C)OCCCn1c(SCC(=O)Nc2ccccc2C(F)(F)F)nc2nccnc2c1=O	8%	-7%	0%	-1%	0%	1	7	.	2%	26
COc1ccc(NC(=O)CSc2nc(SC)ns2)cc1	5%	42%[activator]	16%	?	0%	-2	-7	0	0%	-8
CCCNC(=O)COC(=O)c1ccccc1C(=O)N(C)C1CCCCC1	3%	2%	4%	4%	-3%	-4	.	0	-2%[46.1 µM]	25
COc1ccc(/C=N/Nc2nc(Nc3ccccc3)nc(N3CCCC3)n2)cc1	-1%	14%	-2%	?	-4%	-14	1	-2	3%	-21
CCOCC(=O)Nc1cc(C(=O)OC)cc(C(=O)OC)c1	1%	-1%	7%	1%	-6%	1	-2	5	0%[46.1 µM]	-1
O=S(=O)(c1ccc(-c2ccccc2)cc1)N1CCCC1	1%	1%	0%	1%	3%	-11	-9	0	-3%	-6
CCc1c(O)nc(SCC(=O)Nc2ccccc2)n(C(C)CC)c1=O (configuration not stated)	0%	28%	3%	?	-8%	-5	6	5	-1%	-8
S=c1[nH]nc(-c2cc3ccccc3o2)n1Cc1ccccc1	-5%	-7%	-9%	12%	-6%	-10	2	5	0%[46.1 µM]	30
Cc1cc(C)cc(N(CC(=O)Nc2cc(C)ccc2C)S(=O)(=O)c2c(C)[nH]c(=O)[nH]c2=O)c1	5%	10%	.	0%	3%	-9	4	.	0%	8
CCOc1ccccc1N1CCN(C(=O)c2csc(C)c2CC)CC1	2%	22%	2%	1%	1%	-2	-6	2	2%	8
Cc1ccc(S(=O)(=O)NCC(=O)OCC(=O)N2CCc3ccccc32)cc1	3%	-5%	5%	1%	-1%	2	-2	1	-5%	6
Cc1nn(CC(=O)N/N=C/c2cccs2)c(C)c1[N+](=O)[O-]	0%	-1%	-9%	1%	-4%	-7	-2	-1	5%	-16
C[C@@H]1CN([C@@H](C)CO)C(=O)c2cc(N(C)C)ccc2O[C@@H]1CN(C)Cc1ccncc1	.	.	-11%	?	0%	17	-12	.	7%	11
COc1ccc([N+](=O)[O-])cc1N(CC(O)CN1CCCCC1)S(=O)(=O)c1ccc(C)cc1 (configuration not stated)	3%	-3%	14%	?	0%	18	18	-2	2%	0
COCCNCC(=O)NC12CC3CC(CC(C3)C1)C2	2%	17%	?	-1%	2%	14	-8	3	-13%	-5
O=C1CN(C(=O)c2ccccc2[N+](=O)[O-])C(c2ccccc2)c2cc(Br)ccc2N1 (configuration not stated)	3%	-5%	-4%	?	-16%	-12	1	-2	-5%	11
CCOC(=O)Nc1sc(C(=O)N(CC)CC)c(C)c1C(=O)OCC	3%	1%	15%	7%	-9%	-10	-25	-1	2%	-7
O=[N+]([O-])c1cc(-c2nnc(Nc3ccc(O)cc3)c3ccccc23)ccc1N1CCOCC1	1%	3%	-2%	?	0%	-4	2	0	-1%[46.1 µM]	23
COc1cc(/C=N/Nc2nc(C)cc(=O)[nH]2)cc(OC)c1O	4%	10%	4%	?	14%	10	9	-1	3%	41[activator]
O=C(CNC(=O)Cc1ccccc1)NCC(=O)N1CCN(C(c2ccccc2)c2ccccc2)CC1	-2%	0%	-6%	-4%	5%	-7	11	5	.	-14
CC(C)COc1ccc(-c2nnc(-c3ccncc3)o2)cc1	-2%	-2%	4%	8%	1%	-4	2	4	-1%	-11
Cc1cc(C(=O)COC(=O)Cn2c(C(F)(F)F)nc3ccccc32)c(C)n1Cc1ccco1	1%	-1%	9%	?	-8%	-30	-5	4	-4%	9
CCN(CC)C(=O)C12CC3CC(CC(Cl)(C3)C1)C2	-4%	-8%	0%	4%	0%	-4	-9	1	2%[46.1 µM]	-4
Cc1ccc(OCC(=O)NNC(=O)C2CCN(c3nc(C)cc(C)n3)CC2)cc1	4%	46%[activator]	-8%	-4%	0%	5	2	0	-6%	6
(further entries)
SMILES	GALK inhibitor	CXXC DNA block	AT treatment	Chronic BCR inh	Tb PFK block	TSHR antagonist	KCNH2 WT inh	FBPA coupling cs	TCR activator	Giardia kill
c1ccc(Oc2nc(NCc3ccco3)nc(NCc3ccco3)n2)cc1	0%	-10%	28%	0%	-2%	-7	-2	-3	-1%	2
CCN(c1ccccc1)S(=O)(=O)c1ccc(C(=O)Nc2nccs2)cc1	-2%	1%	.	?	0%	-10	-6	-1	-5%	-3
CCN=C1S/C(=C/c2ccc(-c3ccc(Cl)cc3C(=O)O)o2)C(=O)N1CC	-2%	0%	5%	11%	-4%	7	-8	14	-9%	-15
CCOC(=O)c1c(N)sc(C(=O)N2CCCCC2)c1C	-2%	6%	0%	13%	1%	-6	10	-1	-5%[46.1 µM]	-2
CCOc1cc(C(=O)OCC(=O)N(C)c2ccccc2)cc(OCC)c1OCC	-1%	-1%	-1%	?	3%	2	0	4	-5%	0

Compounds as they come, and some 1.6% of all compounds hit somewhere here.
